M4 antag – human M4 muscarinic receptor antagonists, primary screen, CHO cells, Fluo-8 calcium fluorescence; Muscarinic acetylcholine receptor M4 (Homo sapiens), P08173; CHO-hM4 cells, ACh EC80; inhibition, % at 3 µM; actives 0.73% (n = 360,000); AID 624125, 2012;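 active = inhibition above its plate's cutoff, the mean inhibition of sample wells plus 3 SD, cut at about 27% in these data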;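 also: 0% = acetylcholine EC80 with DMSO and 100% = DMSO without agonist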
IDE inh – human IDE inhibitors in live cells, primary screen, fluorescence polarization, HEK cells, FAbetaB substrate; actives 0.41% (n = 320,000); Insulin-degrading enzyme (Homo sapiens), P14735; FAbetaB cleavage; AID 434962, 2010; inhibition, % at 5.59 µM;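 active = percent inhibition above the average of all tested compounds plus 3 SD, set per screening campaign, cut at about 16% in these data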;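 also: IDE supplied by intact live HEK cells; FP after avidin binding of uncleaved biotin substrate so inhibition keeps polarization high; 0% = DMSO wells and 100% = 60 µM reference IDE inhibitor Ii1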
Target sequence (P14735 whole entry, looked up): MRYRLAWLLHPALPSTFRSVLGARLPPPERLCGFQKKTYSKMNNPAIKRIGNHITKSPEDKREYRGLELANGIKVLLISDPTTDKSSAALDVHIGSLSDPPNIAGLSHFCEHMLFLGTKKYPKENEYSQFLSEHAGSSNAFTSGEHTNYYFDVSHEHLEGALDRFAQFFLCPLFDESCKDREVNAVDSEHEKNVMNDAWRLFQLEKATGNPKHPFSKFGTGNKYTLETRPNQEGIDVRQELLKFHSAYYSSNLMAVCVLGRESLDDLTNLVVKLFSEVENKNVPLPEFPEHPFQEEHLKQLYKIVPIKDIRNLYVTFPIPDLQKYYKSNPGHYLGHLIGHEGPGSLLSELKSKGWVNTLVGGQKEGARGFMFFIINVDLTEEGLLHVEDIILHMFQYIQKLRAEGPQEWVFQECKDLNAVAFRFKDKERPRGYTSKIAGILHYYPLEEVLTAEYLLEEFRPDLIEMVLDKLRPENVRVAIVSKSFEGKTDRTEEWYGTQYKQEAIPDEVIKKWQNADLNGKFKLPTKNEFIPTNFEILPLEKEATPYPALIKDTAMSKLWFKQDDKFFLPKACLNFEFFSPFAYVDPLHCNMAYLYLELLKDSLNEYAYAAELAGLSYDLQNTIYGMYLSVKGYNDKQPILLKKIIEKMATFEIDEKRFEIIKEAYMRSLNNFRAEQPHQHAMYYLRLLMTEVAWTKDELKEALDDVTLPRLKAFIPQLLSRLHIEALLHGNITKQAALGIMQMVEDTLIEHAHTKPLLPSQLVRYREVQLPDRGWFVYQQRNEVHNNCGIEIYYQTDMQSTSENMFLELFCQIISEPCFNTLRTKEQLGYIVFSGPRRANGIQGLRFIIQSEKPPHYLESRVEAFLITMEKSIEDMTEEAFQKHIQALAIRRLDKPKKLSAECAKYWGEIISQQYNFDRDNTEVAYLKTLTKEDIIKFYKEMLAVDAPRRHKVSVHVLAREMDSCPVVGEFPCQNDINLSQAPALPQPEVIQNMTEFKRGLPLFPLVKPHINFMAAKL
CRFBP-R2 agonist – agonists of CRF-BP/CRF-R2 complex, primary screen, cell-based, HEK293, calcium dye fluorescence, uHTS; AID 588473, 2011; CRF-binding protein / CRF receptor 2 complex (human); actives 0.46% (n = 350,000); calcium dye fluorescence (FLIPR); percent of saturating CRF peptide response; activation, % at 13.2 µM;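 active = activation of at least 50%, plus an integration ratio under a set limit after plate pattern correction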;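 also: plate controls were neutral control wells without compound for no effect and CRF at EC100 for full effect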
CHRM5 antagonist – human M5 muscarinic receptor antagonists, primary screen, CHO cells, Fluo-8 calcium fluorescence | actives 0.59% (n = 360,000) | Muscarinic acetylcholine receptor M5 (Homo sapiens), P08912 | inhibition, % at 3 µM | CHO-hM5 cells, ACh EC80;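 active = inhibition above a per-plate cutoff, the mean of that plate's test compounds plus 3 SD, cut at about 27% in these data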;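 also: 0% = acetylcholine EC80 with DMSO and 100% = DMSO without agonist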
CHRM4 agonist – human M4 muscarinic receptor agonists, primary screen, CHO-K1 cells, Fluo-8 calcium fluorescence. AID 624127, 2012. activation, % at 3 µM. actives 0.14% (n = 360,000). CHO-K1 hM4/Gqi5; vehicle 0%, full acetylcholine response 100%. Muscarinic acetylcholine receptor M4 (Homo sapiens), P08173;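 active = activation above the run mean over all test wells plus 3 SD, cut at about 32% in these data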;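 also: peak over basal fluorescence ratio per well then scaled between controls; 0% = DMSO wells and 100% = acetylcholine at EC100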
CRFR2-BP antag – antagonists of CRF-BP/CRF-R2 complex, primary screen, cell-based, HEK293, calcium dye fluorescence, uHTS; actives 0.59% (n = 350,000); AID 588475, 2011; inhibition, % at 11.8 µM; CRF-induced calcium fluorescence;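 active = inhibition of the ligand-induced calcium signal above about 50% at the single tested concentration, limit read from the data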
M4 PAM – human M4 muscarinic receptor positive allosteric modulators, primary screen, CHO-K1 cells, Fluo-8 calcium fluorescence; CHO-K1 hM4/Gqi5, ACh EC20; 0% = ACh EC20, 100% = maximal ACh; activation, % at 3 µM; actives 0.4% (n = 360,000); AID 624126, 2012;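 active = activation above its plate's cutoff, the mean activation of sample wells plus 3 SD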; also: some results filed as inactive read as strong as hits
M5 PAM – human M5 muscarinic receptor positive allosteric modulators, primary screen, CHO-K1 cells, Fluo-8 calcium fluorescence; Muscarinic acetylcholine receptor M5 (Homo sapiens), P08912; CHO-K1 hM5, ACh EC20 PAM; 0% = ACh EC20, 100% = ACh EC100; activation, % at 3 µM; actives 0.3% (n = 360,000);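 active = activation above the run cutoff, the mean activation of all test compounds plus 3 SD, cut at about 18% in these data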
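Replicates: One well per compound, no replicates | System: Human M5 receptor in CHO-K1 cells | Benchmarks: Low control EC20 acetylcholine (0%), high control EC100 acetylcholine (100%) | Probe or stimulus: Acetylcholine, EC20 level | Times: Fluo-8 loading 80 min at 37 °C plus 30 min room temperature | Signal: Intracellular calcium via Fluo-8 fluorescence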
M5 ag – human M5 muscarinic receptor agonists, primary screen, CHO-K1 cells, Fluo-8 calcium fluorescence. Muscarinic acetylcholine receptor M5 (Homo sapiens), P08912. CHO-K1 hM5 cells; 0% DMSO wells, 100% maximal acetylcholine response. activation, % at 3 µM. actives 0.19% (n = 360,000). AID 624037, 2012;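 active = activation above the run's mean over test compounds plus 3 SD, cut at about 23% in these data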;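 also: signal is peak over basal fluorescence ratio across the kinetic read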
* hit, by the source's call; nt = no result given; & = joins results of further samples. Random draw from the library. Share with any hit: about 2.9%.

Start of the data: the first 13 records, to show the layout:
SMILES	M4 antag	IDE inh	CRFBP-R2 agonist	CHRM5 antagonist	CHRM4 agonist	CRFR2-BP antag	M4 PAM	M5 PAM	M5 ag
O=C(COc1ccc(Cl)cc1Cl)NN1C(=O)/C(=C\c2ccc(Cl)cc2)SC1=S	-6	0	8.9	-25	0	-2	-2	5	2
Cc1ccc(S(=O)(=O)N2CCC(C(=O)N3CCCC(C(F)(F)F)C3)CC2)cc1C (configuration not stated)	-13	-3	-0.8	3	9	11	11	3	5
COc1cc(S(=O)(=O)NC2CCCCC2C)ccc1F (configuration not stated)	-3	7	0.6	16	2	-1	4	-8	-3
Cc1ccc(/C=C2\SC(=O)N(CCC(=O)N3CCN(C)CC3)C2=O)cc1	-8	10	-0.5	3	5	-3	-4	1	-1
O=C(COC(=O)c1ccc2c(c1)OCCO2)NC1CCCCC1	0	1	-0.2	11	0	-11	7	0	0
O=C(CCCN1C(=O)/C(=C/c2cccs2)SC1=S)NNC(=O)c1ccc(F)cc1	-8	-3	-0.4	-2	2	-57	14	0	-2
COc1ccc(NC(=O)CSc2nn3c(=O)c(C)nnc3s2)cc1	16	-2	0.5	5	-1	-2	-1	8	-3
Cc1ccc(C(C)C)cc1S(=O)(=O)NCc1cccnc1	-3	0	-1.6	10	1	-20	4	-5	-1
C[C@@H]1CN([C@@H](C)CO)C(=O)c2cc(Br)cnc2O[C@@H]1CN(C)S(C)(=O)=O	-4	nt	4.9	-5	0	-10	-2	2	2
Cc1ccc(NC(=O)COC(=O)/C=C/c2ccc(Br)o2)cc1S(=O)(=O)N(C)C	-11	-2	2.1	-7	6	-8	-6	-6	0
Cc1cc(C)c2nc(N3CCC(C(=O)NCC4CCCO4)CC3)sc2c1 (configuration not stated)	2	0	0.5	-16	5	-2	-3	-3	-9
CCCn1nnc(NC(=O)COc2cc(C)ccc2C(C)C)n1	-6	-1	0.2	7	2	-3	6	-3	-1
COc1cccc(OC)c1NC(=O)C1CCCN1C(=O)Nc1ccccc1F (configuration not stated)	-6	nt	0.1	8	0	6	2	0	-3

Main list, previewed entries included:
SMILES	M4 antag	IDE inh	CRFBP-R2 agonist	CHRM5 antagonist	CHRM4 agonist	CRFR2-BP antag	M4 PAM	M5 PAM	M5 ag
O=C(COc1ccc(Cl)cc1Cl)NN1C(=O)/C(=C\c2ccc(Cl)cc2)SC1=S	-6	0	8.9	-25	0	-2	-2	5	2
Cc1ccc(S(=O)(=O)N2CCC(C(=O)N3CCCC(C(F)(F)F)C3)CC2)cc1C (configuration not stated)	-13	-3	-0.8	3	9	11	11	3	5
COc1cc(S(=O)(=O)NC2CCCCC2C)ccc1F (configuration not stated)	-3	7	0.6	16	2	-1	4	-8	-3
Cc1ccc(/C=C2\SC(=O)N(CCC(=O)N3CCN(C)CC3)C2=O)cc1	-8	10	-0.5	3	5	-3	-4	1	-1
O=C(COC(=O)c1ccc2c(c1)OCCO2)NC1CCCCC1	0	1	-0.2	11	0	-11	7	0	0
O=C(CCCN1C(=O)/C(=C/c2cccs2)SC1=S)NNC(=O)c1ccc(F)cc1	-8	-3	-0.4	-2	2	-57	14	0	-2
COc1ccc(NC(=O)CSc2nn3c(=O)c(C)nnc3s2)cc1	16	-2	0.5	5	-1	-2	-1	8	-3
Cc1ccc(C(C)C)cc1S(=O)(=O)NCc1cccnc1	-3	0	-1.6	10	1	-20	4	-5	-1
C[C@@H]1CN([C@@H](C)CO)C(=O)c2cc(Br)cnc2O[C@@H]1CN(C)S(C)(=O)=O	-4	nt	4.9	-5	0	-10	-2	2	2
Cc1ccc(NC(=O)COC(=O)/C=C/c2ccc(Br)o2)cc1S(=O)(=O)N(C)C	-11	-2	2.1	-7	6	-8	-6	-6	0
Cc1cc(C)c2nc(N3CCC(C(=O)NCC4CCCO4)CC3)sc2c1 (configuration not stated)	2	0	0.5	-16	5	-2	-3	-3	-9
CCCn1nnc(NC(=O)COc2cc(C)ccc2C(C)C)n1	-6	-1	0.2	7	2	-3	6	-3	-1
COc1cccc(OC)c1NC(=O)C1CCCN1C(=O)Nc1ccccc1F (configuration not stated)	-6	nt	0.1	8	0	6	2	0	-3
Cc1cc(OCC(=O)O)c2cccc(C)c2n1	3	-1	-2.2	3	1	38	0	-1	2
Cc1c(NC(=S)Nc2ccccc2)c(=O)n(-c2ccccc2)n1C	-3	5	-0.3	-1	2	8	13	-5	0
CCOCCn1c(COc2ccccc2)nc2ccccc21	18	3	0.1	1	-1	7	2	-1	1
COc1c(C)c2c(c(O)c1C/C=C(\C)CCC(=O)O)C(=O)OC2	6	1	1.1	0	0	2	1	4	0
CCOC(=O)c1cnc(SC)nc1Nc1cccc(F)c1	0	3	13	-9	0	-29	9	-1	0
O=C(O)C1CCN(S(=O)(=O)N2CCOCC2)CC1	-1	1	-1.0	10	0	7	12	-4	-3
CC1(c2nnnn2Cc2ccccc2)CCC(=O)N1CC1CCCCC1 (configuration not stated)	1	nt	nt	5	4	nt	2	-1	6
Cc1csc(SCC(=O)Nc2nncs2)n1	8	2	-0.9	-2	2	-5	0	2	-2
COc1cc(CC(=O)N2CCC(n3nccc3NC(=O)C3CC3)CC2)cc(OC)c1OC	0	0	3.1	6	0	18	1	-8	-5
CN1OC[C@@H]2CN(Cc3ccccc3)[C@H](c3ccc(-n4ccnc4)cc3)C[C@@H]21	-16	nt	nt	8	1	nt	6	-4	-2
COc1ccc(CCNC(=O)CNC(=O)N2CC(=O)Nc3ccccc32)cc1OC	-14	nt	-0.3	7	0	-2	4	-1	1
CC(C)Cc1nnc(NC(=O)CCC(=O)Nc2ccccc2F)s1	-3	5	1.3	3	3	-11	9	0	2
O=C(Nc1cc(Cl)ccc1N1CCOCC1)c1ccc2c(c1)OCO2	6	nt	-0.6	-1	1	-10	-2	-1	0
COc1cccc(-c2nn(-c3ccccc3)cc2C(=O)Nc2nccs2)c1	7	4	-0.4	10	7	2	-12	-43	-6
COc1ccc(C)cc1NC(=O)C(OC(=O)C1=NNC(=O)CC1)c1ccccc1 (configuration not stated)	0	-1	-0.1	11	1	1	0	-3	1
CC(=O)Nc1ccc(S(=O)(=O)Nc2c(C)nn(-c3ccccc3)c2C)cc1	2	-4	-1.9	-2	4	15	4	-4	3
c1ccc(-c2nc3ccccc3s2)nc1	0&8	-1&8	1.4&-2.0	0&2	0&0	9&-13	4&-1	-2&7	1&3
COc1ccc(N2CCN(C(=O)COC(=O)CC(NC(N)=O)c3ccc(Cl)cc3)CC2)cc1 (configuration not stated)	4	nt	-0.6	5	0	2	-3	1	0
CCOC(=O)c1ccc(S(=O)(=O)NCCN2CCOCC2)cc1	9	8	-1.7	7	2	5	-2	5	2
Cc1ccc(-c2nn3nnnc3c3ccccc23)cc1	2	1	-0.6	1	-1	9	8	4	-4
COc1ccc2oc(C)c(C(=O)c3ccc([N+](=O)[O-])cc3)c2c1	3	1	0.5	2	-1	3	-5	1	-4
O=C(COC(=O)c1ccccc1O)NNC(=O)c1ccc(Br)cc1	-2	nt	-0.7	6	0	-4	1	4	3
COc1cccc(CSc2nnc(-c3ccncc3)n2C)c1	-10	0	-1.1	9	1	5	0	-2	-2
Cc1ccc(OC(C)C(=O)OCC(=O)Nc2sccc2C(N)=O)cc1 (configuration not stated)	9	1	-1.0	26	20	6	0	-27	7
Cc1nc2ccccc2nc(C)c1=NOCc1ccc(C#N)cc1	-1	3	-3.5	4	2	14	19*	5	0
O=C(Nc1cnn(Cc2ccc(Cl)c(Cl)c2)c1)c1nc2ncccn2n1	5	6	2.0	6	2	6	-3	-1	-1
Cc1nn(C)c(C)c1CCC(=O)N1CCCC(Nc2ccc(C(C)C)cc2)C1 (configuration not stated)	1	-2	-1.4	-4	2	-8	4	2	-3
CCN(CCn1cccn1)C(=O)c1cc(COc2c(F)cccc2F)on1	4	-2	1.8	9	1	-16	-7	1	2
NNC(=S)Nc1ccc(OC(F)(F)F)cc1	-10	13	-1.0	-12	0	24	5	9	-5
CCc1cccc(CC)c1NC(=S)NCc1ccc2[nH]c(C)cc2c1	0	6	3.3	3	2	0	-9	-3	0
Cc1nc(SCn2nnc3ccccc3c2=O)nc(C)c1C	-9	2	-1.5	-4	1	4	11	-5	-1
COc1ccc(CCNS(=O)(=O)c2cccc(S(=O)(=O)N3CCCC3)c2)cc1OC	-13	nt	-0.2	-11	4	6	5	3	0
COc1cc(/C=C(\NC(=O)c2ccccc2)C(=O)Nc2nccs2)ccc1OC(C)=O	-10	1	-0.5	10	7	-6	1	-4	-1
COc1ccc(C)cc1-n1nnnc1SC/C(O)=C(\C#N)c1nc2ccccc2[nH]1	-5	8	0.7	9	9	-14	-9	-11	1
CCN(CC)CCCNc1oc(-c2ccccc2[N+](=O)[O-])nc1C#N	-7	3	4.2	4	0	-3	1	1	-3
Cc1ccc(OCC(=O)N2N=C(c3ccc(Cl)cc3)CC2c2ccco2)c([N+](=O)[O-])n1 (configuration not stated)	-8	2	6.9	-26	1	4	-13	9	-6
Cc1cc2ccccc2n1CCNCc1c(C(=O)N2CCOCC2)nc2ccccn12	25	-6	2.0	75*	30	5	-17	-6	245*
CCC(=O)Nc1cc(C(C)C)c(O)cc1C	8	-2	-1.4	0	0	12	-1	-7	-4
Nc1cccc(-c2nnc3n2CCCCC3)c1	0	-2	1.6	6	1	3	-4	1	-13
c1ccc(-c2ccc(-c3nc(-c4ccccn4)no3)cc2)cc1	-1	3	5.0	2	2	-12	3	-4	-2
COc1cc2c(cc1OC)C(C(=O)Nc1ccc3c(c1)OCCO3)C1c3ccccc3CCN1C2=O (configuration not stated)	12	13	-0.2	13	11	12	-14	-12	1
CN1/C(=C\C(=O)c2cccnc2)Sc2ccccc21	11	-5	0.2	18	1	2	-1	-5	-2
CCN(CC)CC#CCC1(O)c2ccccc2-c2ccccc21	17	-1	10.0	23	1	-8	-11	-25	-6
CC(C)C(=O)Nc1c2c(nc3c1CCC3)CCCC2	2	-12	0.2	-3	0	14	3	8	-4
COc1ccc(/C=C/C(=O)NCC(=O)N/N=C(/C)c2ccc(Cl)cc2)cc1	-11	6	-0.5	1	0	7	0	-4	0
COCc1[nH]nc2c1C(c1ccc(OC)c(OC)c1)C(C#N)=C(N)O2 (configuration not stated)	-7	-2	-0.7	8	1	20	1	-6	0
